# COUP-TFII inh: inhibitors of human COUP-TFII (NR2F2); AID 686940; P24468; 0.7% of 370,000 active; inhibition, % at 8.6 µM; HEK293T NGFI-A luciferase reporter, luminescence;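 active = inhibition above a per-plate cutoff, mean inhibition of test wells between control levels plus 3 SD, cut at about 38% in these data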;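 also: cells cotransfected with COUP-TFII expression vector driving the NGFI-A reporter; 0% = median of COUP-TF2 test wells and 100% = reporter-only cells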
# C8 TRAIL sens: caspase-8 TRAIL sensitization. NB7+C8 cells + TRAIL, ATPlite viability luminescence. 1% of 360,000 active. inhibition (viability loss, TRAIL sensitization), % at 10 µM. AID 624354;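 active = compounds causing at least 50% loss of cell viability in the single-dose screen, relative to plate controls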
# TWEAK-Fn14 inh: inhibitors of TWEAK-Fn14 interaction signaling | TWEAK-stimulated Fn14 reporter cells, luciferase luminescence, 8 h | inhibition, % at 10 µM | 2% of 360,000 active | AID 1159606; in the data active = inhibition above about 50%
# TROY NFkB inh: blocks TROY-dependent signaling in reporter cells. Q293 LMP1-TROYcd NF-kB luciferase reporter, 4 h. inhibition, % at 10 µM. 0.98% of 360,000 active. AID 1347056;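 active = compounds whose plate-normalised and pattern-corrected inhibition of the luciferase reporter signal at the single screening dose is 50% or more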
# KKLEB cytotox: reduces viability of KKLEB cystic fibrosis airway cells; 0.36% of 360,000 active; activity change (cytotoxicity), % at 5 µM; KKLEB CF airway cells viability, ATPlite luminescence, overnight; hits give low values; cells stimulated with P. aeruginosa culture filtrate; AID 602141;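 active = corrected activity change at or below -50% at 5 µM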
# NCOA1 inh: inhibits human SRC1 coactivator. Q15788. HEK293 GAL4-SRC1 luciferase reporter, luminescence. inhibition, % at 3.6 µM. 0.12% of 360,000 active. AID 588354;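 active = inhibition above the campaign mean plus 3 SD, with each screening campaign given its own cutoff, cut at about 60% in these data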;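 also: 0% = DMSO treated cells and 100% = gossypol at 36 µM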
# EBV LMP1 NFkB: Epstein-Barr LMP1 NF-kappaB reporter inhibition; inhibition, % at 12.5 µM; 0.69% of 350,000 active; AID 504558; LMP1-induced NF-kappaB luciferase reporter cells, luminescence; in the data active = inhibition above about 41%; inconclusive = no clear call, values can overlap the other calls;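 also: 0% = neutral control wells and 100% = reference inhibitor control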
# NR5A2 inv ag: inverse agonists of human LRH-1 (NR5A2). O00482. HEK293T StAR-luciferase reporter, LRH-1 transfected, 24 h. inhibition, % at 3.6 µM. 0.13% of 360,000 active. AID 602396;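 active = inhibition above the mean inhibition of all tested compounds plus 3 SD, cut at about 73% in these data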;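 also: 0% = DMSO wells and 100% = reporter-only cells lacking LRH-1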
# SRC3 inh: human NCOA3 inhibition. Q9Y6Q9. HEK293 GAL4-SRC3 luciferase reporter, luminescence. inhibition, % at 3.6 µM. 0.17% of 360,000 active. AID 588352;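 active = inhibition above a per-campaign cutoff, the mean of all compounds plus 3 SD, cut at about 60% in these data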;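 also: 0% = DMSO-treated cells and 100% = gossypol-treated cells at 36 µM; higher means less SRC3-driven luciferase light from the GAL4 reporter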
# Target sequence (Q9Y6Q9 whole entry, looked up, the tested form may be a part): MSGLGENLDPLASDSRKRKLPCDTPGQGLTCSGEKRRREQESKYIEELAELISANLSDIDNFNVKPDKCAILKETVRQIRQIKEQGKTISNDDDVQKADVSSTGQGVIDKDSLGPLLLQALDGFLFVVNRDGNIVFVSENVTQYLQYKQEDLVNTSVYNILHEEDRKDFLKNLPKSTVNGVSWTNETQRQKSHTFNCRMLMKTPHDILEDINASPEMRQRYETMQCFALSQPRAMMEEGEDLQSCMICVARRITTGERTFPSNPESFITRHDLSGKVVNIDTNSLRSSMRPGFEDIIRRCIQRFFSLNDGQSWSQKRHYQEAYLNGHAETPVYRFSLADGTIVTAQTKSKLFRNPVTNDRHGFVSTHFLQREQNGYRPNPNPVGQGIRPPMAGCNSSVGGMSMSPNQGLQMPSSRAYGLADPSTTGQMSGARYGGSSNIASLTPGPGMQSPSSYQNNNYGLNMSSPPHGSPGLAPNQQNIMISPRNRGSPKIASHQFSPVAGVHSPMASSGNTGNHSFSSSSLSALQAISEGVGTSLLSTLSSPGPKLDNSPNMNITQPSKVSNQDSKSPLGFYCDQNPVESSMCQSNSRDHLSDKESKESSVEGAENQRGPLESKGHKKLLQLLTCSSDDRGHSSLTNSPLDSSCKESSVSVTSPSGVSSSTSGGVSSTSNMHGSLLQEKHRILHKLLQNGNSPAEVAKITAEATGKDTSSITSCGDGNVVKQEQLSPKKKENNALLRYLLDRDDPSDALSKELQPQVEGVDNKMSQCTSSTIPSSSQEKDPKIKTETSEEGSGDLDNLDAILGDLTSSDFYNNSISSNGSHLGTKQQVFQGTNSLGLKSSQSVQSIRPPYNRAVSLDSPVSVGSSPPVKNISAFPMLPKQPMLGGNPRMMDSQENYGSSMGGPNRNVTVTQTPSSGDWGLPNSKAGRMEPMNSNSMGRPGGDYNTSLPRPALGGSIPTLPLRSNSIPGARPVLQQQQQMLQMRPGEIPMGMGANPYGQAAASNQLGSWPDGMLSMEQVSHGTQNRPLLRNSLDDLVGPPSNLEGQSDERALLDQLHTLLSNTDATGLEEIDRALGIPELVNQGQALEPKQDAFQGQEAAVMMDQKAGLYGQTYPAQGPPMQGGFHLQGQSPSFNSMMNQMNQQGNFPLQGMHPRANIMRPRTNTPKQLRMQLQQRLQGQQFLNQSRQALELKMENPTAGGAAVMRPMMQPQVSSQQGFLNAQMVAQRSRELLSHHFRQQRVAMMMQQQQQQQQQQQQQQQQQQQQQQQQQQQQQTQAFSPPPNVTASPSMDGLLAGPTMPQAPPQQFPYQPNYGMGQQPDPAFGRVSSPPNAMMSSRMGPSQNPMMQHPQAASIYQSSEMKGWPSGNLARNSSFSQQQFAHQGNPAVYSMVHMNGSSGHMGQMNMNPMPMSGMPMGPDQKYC
# Shn3 inh set2: reduces Shn3 3'UTR luciferase signal in osteoblasts; 0.52% of 360,000 active; Clone20 osteoblast Shn3 3'UTR firefly luciferase, 24 h; inhibition, % at 12.5 µM;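 active = mean inhibition of at least 75% with every replicate also reaching 75%; inconclusive = mean inhibition at least 75% but some replicate below; inactive = mean inhibition below 75%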;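 also: 0% = median of neutral control wells and 100% = pilot-screen positive control compound; some compounds past the cut are filed as inactive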
# CF NFkB block: cystic fibrosis NF-kB activation inhibition; inhibition, % at 5 µM; KKLEB NF-kB-GFP reporter, PAF-induced, GFP fluorescence overnight; 0.86% of 360,000 active; AID 588850;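 active = at least 50% inhibition at 5 µM, scaled per plate between neutral and stimulator controls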;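 also: PAF is a Pseudomonas aeruginosa culture filtrate used as stimulus; plate controls were PAF-stimulated DMSO wells for no effect and unstimulated DMSO wells for full effect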
# Active calls of the source: *; u = inconclusive. Some of the compounds tested; the hit share may differ from the screen's.
SMILES,COUP-TFII inh,C8 TRAIL sens,TWEAK-Fn14 inh,TROY NFkB inh,KKLEB cytotox,NCOA1 inh,EBV LMP1 NFkB,NR5A2 inv ag,SRC3 inh,Shn3 inh set2,CF NFkB block
CCOC(=O)Nc1ccc2c(CN3C(=O)NC4(CCCC4)C3=O)cc(=O)oc2c1,4,23,-14,6,-1,-25,-9,1,4,-13,12
O=C(NCCN1CCOCC1)c1cccc(S(=O)(=O)N2CCCCCC2)c1,-24,-25,2,14,2,15,-2,12,4,-7,6
CCOc1ccc(-c2cnc3ccccc3n2)cc1,-10,66*,94*,63*,-15,-60,u,-56,-3,61,-5
O=C(CCn1nc(-c2ccccc2)ccc1=O)N1CCN(c2ccccc2)CC1,-2,-27,1,3,0,8,35,-3,6,10,-6
COC(=O)CC(c1ccc(C(C)C)cc1)n1cccc1 (stereo not drawn),2,0,-7,-1,-5,-1,-2,2,11,52,10
C=CCN1C(=O)CC(C(=O)NC)SC1=Nc1ccc(C(=O)OCC)cc1 (stereo not drawn),-6,-8,0,8,5,-5,3,8,2,-11,1
COc1ccc(C2/C(=C(/O)c3ccccc3)C(=O)C(=O)N2c2ccccn2)cc1OC (stereo not drawn),-9,2,-7,8,11,1,6,5,6,-4,-20
CCOC(=O)N1CCN(C(c2cccnc2)c2ccc3cccnc3c2O)CC1 (stereo not drawn),-2,-5,-11,29,-6,-8,-1,-8,-14,23,16
COc1ccc(Br)cc1CNC(=O)C1CCCN(S(C)(=O)=O)C1 (stereo not drawn),-16,-1,-13,3,5,3,6,12,15,-2,-2
CC(=Nc1ccc(C)c(C)c1)C1=C(O)CCC1=O,-9,0,-18,-38,8,-21,-14,13,0,-11,-5
COc1cc(OC)c2c(c1O)OC(c1ccccc1)CC2=O (stereo not drawn),-13,-26,-5,-2,14,-1,-3,-19,6,6,-16
CN(C)C1=NCCN1CC1CCCC1,-1,3,14,-6,1,7,-8,-27,11,14,6
COc1ccccc1NC(=O)OCC#CCOC(=O)Nc1ccccc1OC,-19,-3,21,13,-3,12,4,21,-5,17,-6
N#Cc1ccc(C(=O)NC2CCCc3ccccc32)cc1 (stereo not drawn),10,3,-25,7,-5,-41,0,8,6,-9,12
CN(Cc1ccccc1)C(=O)CN1C(=O)NC2(CCCCCCC2)C1=O,3,-10,-5,-17,-2,-11,-4,5,-6,13,-2
COc1cccc(Oc2ccc(C(F)(F)F)cc2NC(=O)CN2C(=O)NC3(CCCC3)C2=O)c1,4,-18,-2,-14,6,-5,-4,-1,-12,27,2
COc1ccc(NC(=O)CNC(=O)Cn2cnc3sc(C)c(C)c3c2=O)cc1OC,8,-6,-17,12,-6,1,3,-19,-14,8,13
CCN1C(=O)c2cccc3c(S(=O)(=O)Nc4ccccc4O)ccc1c23,-26,-17,30,-4,5,-9,-1,42,-5,-1,-72
O=C(CCCOc1ccccc1)Nc1ccc(Cl)cn1,-5,-3,5,-35,-8,-19,7,3,12,-35,-12
O=C(NCc1cccc(Cl)c1)c1ccc(CS(=O)Cc2ccccc2Cl)o1 (stereo not drawn),8,-7,-12,-1,-1,-19,-1,-1,13,7,-16
COc1ccc2[nH]c(=O)c(CN(CC3CCCO3)C(=O)Nc3ccc(F)cc3)cc2c1 (stereo not drawn),6,33,22,3,-7,-27,2,-1,3,50,0
O=C(Nc1ccccc1Cl)c1c(F)c(F)c(F)c(F)c1F,-2,19,-9,-26,-8,-46,4,7,8,28,6
COc1ccc(OCc2nc3c4cc(OC)c(OC)cc4nc(=S)n3[nH]2)cc1,12,-7,-32,13,-1,12,8,-10,2,-31,-17
COc1ccccc1CNC(=O)Cn1nnc(-c2ccncc2)n1,2,0,2,2,12,2,-4,5,29,0,-12
CCOc1cc(CNCCc2ccc(S(N)(=O)=O)cc2)ccc1OCc1ccc(Cl)cc1,14,73*,86*,29,-45,18,-65,5,31,91*,-7

# Later entries.
SMILES,COUP-TFII inh,C8 TRAIL sens,TWEAK-Fn14 inh,TROY NFkB inh,KKLEB cytotox,NCOA1 inh,EBV LMP1 NFkB,NR5A2 inv ag,SRC3 inh,Shn3 inh set2,CF NFkB block
COc1c([N+](=O)[O-])c(=O)n(-c2ccccc2)c2ccccc12,-19,-2,-24,1,-11,-6,-10,6,1,-9,17
O=C(/C=C/NNC(=O)c1ccc(Cl)cc1)c1ccccc1,-20,5,-4,1,-10,-4,-3,-24,-2,-18,10
COCCNC(=O)C(c1ccc(O)cc1)N(Cc1ccccc1)C(=O)CCC(=O)Nc1nccs1 (stereo not drawn),4,11,7,-11,2,-23,-6,-6,-9,1,-4
CCOC(=O)c1c(C)oc2c1c(C(c1ccccc1)N1CCOCC1)c(O)c1ccccc12 (stereo not drawn),-35,28,16,-9,1,-71,-70,-68,-47,-97,-4
CC(=O)NC1CSCC1OC(C)=O (stereo not drawn),5,-1,-14,-25,-6,2,3,-14,4,4,2
CC(/C=C/c1ccccc1)=N/NC(=O)c1cnccn1,-20,-7,-18,-28,8,-34,12,-34,-48,-26,-10
CC(C)CNC(=S)NNC(=O)c1csc2c1CCCC2,9,10,-10,-52,8,15,8,9,-4,-6,23
c1ccc(-c2nnc(OCc3cccnc3)c3ccccc23)cc1,6,23,3,0,-2,-2,2,12,-4,17,-20
Cc1cccc(C)c1OCC(=O)OCC(=O)Nc1ccc(Cl)cn1,-4,-7,0,0,15,3,-4,3,3,-4,3
CC(=O)OC(C)C[N+](C)(C)C (stereo not drawn),3,-6,-22,-2,4,9,13,8,-55,1,81*
COCCC(=O)N1CCCC(N2CCN(c3ccc(F)cc3)CC2)C1 (stereo not drawn),7,-4,2,-9,-8,-4,-1,-6,7,2,-4
COc1ccc(NC(=O)CN(C)C(=O)CC2CCCCC2)cc1,-2,-1,13,-9,-3,6,6,12,-2,0,-7
CC1CCCN(C(=O)CNC(=O)c2cccs2)C1 (stereo not drawn),-26,3,-3,-32,8,-72,-7,-81,-50,-78,19
CC(C)[C@H](NC(=O)CCn1nnc2ccccc2c1=O)C(=O)O,22,-9,0,-20,8,10,-1,-3,8,-10,-12
Cc1c(Cc2ccccc2)sc(NC(=O)c2ccco2)c1C(N)=O,-43,-1,-12,-52,14,-27,-4,34,-1,-12,-33
NC(=O)c1c(NC(=O)c2ccc(S(=O)(=O)N3CCOCC3)cc2)sc2c1CCCCC2,6,1,21,-1,-2,-16,3,-4,-9,13,23
COc1cccc(CN(C)C(=O)COc2cccc3c2OC(C)(C)C3)c1OC,26,-17,-14,-5,-4,-15,5,15,2,3,-4
O=C1N=C(N2CCOCC2)S/C1=C1\C(=O)N(Cc2ccccc2)c2ccccc21,-2,-1,-25,-7,12,10,-37,8,2,-117,33
Cc1ccc(-c2nnc(N3CCN(C(=O)COc4ccccc4)CC3)c3ccccc23)cc1,-8,22,40,40,11,-13,-5,11,12,48,4
COCCCNC(=O)/C(C#N)=C1\N=C(NC(=O)c2cccs2)c2ccccc21,16,5,-16,-3,-11,-19,-6,-19,-4,-3,-15
O=C(CN1C(=O)NC2(CCCCC2)C1=O)Nc1ccc(Cl)c(S(=O)(=O)N2CCOCC2)c1,-1,-5,0,-3,10,-36,-5,10,6,-3,-7
CCc1nc(SCC(=O)N2CCN(c3ccccc3)CC2)c2oc3ccccc3c2n1,0,8,41,44,7,-25,12,28,3,76,-4
CCc1cc2c(CN3CCN(CC)CC3)cc(=O)oc2cc1O,-6,22,-7,7,-5,-6,-2,13,19,-12,10
O=C1NC(=S)N/C1=C/c1cccc([N+](=O)[O-])c1,1,-1,-5,-8,-4,-7,0,13,25,-7,14
Cc1ccc(-n2c(C)cc(C=C3C(=O)N(C)C(=O)N(C)C3=O)c2C)cc1,-5,-7,-4,14,9,11,3,-1,16,-17,-9

# The last three compounds of the part above lead into the next.
SMILES,COUP-TFII inh,C8 TRAIL sens,TWEAK-Fn14 inh,TROY NFkB inh,KKLEB cytotox,NCOA1 inh,EBV LMP1 NFkB,NR5A2 inv ag,SRC3 inh,Shn3 inh set2,CF NFkB block
CCc1cc2c(CN3CCN(CC)CC3)cc(=O)oc2cc1O,-6,22,-7,7,-5,-6,-2,13,19,-12,10
O=C1NC(=S)N/C1=C/c1cccc([N+](=O)[O-])c1,1,-1,-5,-8,-4,-7,0,13,25,-7,14
Cc1ccc(-n2c(C)cc(C=C3C(=O)N(C)C(=O)N(C)C3=O)c2C)cc1,-5,-7,-4,14,9,11,3,-1,16,-17,-9
Cc1ccc(/C=N/N2CCCCC2)o1,-8,-1,13,3,13,-10,-10,9,15,-32,7
O/N=C1\CCc2cc(Cl)ccc21,-10,-5,-3,-4,0,-1,-1,6,-1,9,18
CC(C)CCn1c(=O)c2ccccc2c2ccccc2c1=O,1,-8,8,-4,-9,0,-5,-7,17,5,17
COc1ccc(OC)c(C2CC(=O)c3c([nH]c(C(=O)OC(C)C)c3C)C2)c1 (stereo not drawn),9,18,50,-18,-12,-12,11,8,1,25,61*
CC1(C)CN(c2ccccc2)N(Cc2ccc(F)cc2)C1=O,8,0,8,20,-12,0,7,17,4,-65,8
COc1ccccc1NC(=O)Cc1nnc(SCC(=O)NC2CCCC2)n1C,0,13,12,-3,2,-13,0,-5,-2,-22,1
Cc1ccc2c(c1C)NC(=O)C2(O)CC(=O)c1ccc2c(c1)OCO2 (stereo not drawn),17,-10,-10,-6,3,-10,-5,11,5,2,-10
CCOC(=O)c1c(-c2cccs2)csc1NC(=O)CC(C)C,9,7,17,7,3,-1,-9,9,-12,12,12
CC(C)(C)NC(=O)CN(Cc1cccs1)C(=O)CNS(=O)(=O)c1ccccc1,10,-8,2,0,1,10,4,10,11,12,-16
Fc1ccc(/C=N/N2CCN(Cc3ccccc3)CC2)cc1,14,-8,-21,-40,8,-40,-3,-5,-22,-46,-7
S=C(Nc1ccc(Br)cc1Cl)N1CCN(c2ccccn2)CC1,8,-2,0,12,-6,-5,-8,3,15,-4,25
CC(C)NC(=O)COC(=O)/C=C/c1ccc(F)cc1,2,-6,-8,-13,1,-30,-3,4,3,-20,-18
O=C(Nc1ccc2c(c1)OCO2)C1CC(=O)N(c2ccc(F)cc2)C1 (stereo not drawn),1,-12,-3,-4,2,-38,0,2,11,-1,-7
CS(=O)(=O)N1CCN(c2ccccc2NC(=O)c2ccc([N+](=O)[O-])o2)CC1,13,-2,6,-6,2,7,-17,43,8,1,-44
Cc1cc2oc(C(=O)Nc3cccnc3)c(C)c2cc1C,-14,16,-28,-66,-9,-37,-27,-57,-56,-28,16
COc1c(C)cc(Br)cc1C(=O)NCc1cccnc1,-1,-15,8,2,5,-20,-15,15,-10,-2,-3
CCC(C)NCC(=O)Nc1ccc(S(N)(=O)=O)cc1 (stereo not drawn),18,11,-8,11,10,-9,-2,-17,0,-3,-8
Cc1ccc(S(=O)(=O)NC(N)=NCCc2ccc(Cl)cc2)cc1C,3,4,-26,-3,2,-4,-2,-18,-1,15,9
CC(=O)Nc1ccc(NC(=O)C/C(C)=N/NC(N)=S)cc1,7,0,-1,-41,13,-27,2,6,-5,-3,1

# Source: PubChem (several laboratories)
